L3MBTL1 block – blocks human L3MBTL1; Q9Y468; AlphaScreen L3MBTL1–H3K9me1 peptide binding; Potency, µM (series often up to 57.1 µM), without a hit: at the highest dose activity, negative = inhibition, usual class: inhibitors; 230,000 tested, 0.66% active; AID 485360; further: potency means the concentration at half of the fitted maximal effect; on the % scale 0 is the no-effect control and ±100 the full control effect; nearly all actives have a fitted effect of over 60% in size
Target sequence (Q9Y468 whole entry, looked up): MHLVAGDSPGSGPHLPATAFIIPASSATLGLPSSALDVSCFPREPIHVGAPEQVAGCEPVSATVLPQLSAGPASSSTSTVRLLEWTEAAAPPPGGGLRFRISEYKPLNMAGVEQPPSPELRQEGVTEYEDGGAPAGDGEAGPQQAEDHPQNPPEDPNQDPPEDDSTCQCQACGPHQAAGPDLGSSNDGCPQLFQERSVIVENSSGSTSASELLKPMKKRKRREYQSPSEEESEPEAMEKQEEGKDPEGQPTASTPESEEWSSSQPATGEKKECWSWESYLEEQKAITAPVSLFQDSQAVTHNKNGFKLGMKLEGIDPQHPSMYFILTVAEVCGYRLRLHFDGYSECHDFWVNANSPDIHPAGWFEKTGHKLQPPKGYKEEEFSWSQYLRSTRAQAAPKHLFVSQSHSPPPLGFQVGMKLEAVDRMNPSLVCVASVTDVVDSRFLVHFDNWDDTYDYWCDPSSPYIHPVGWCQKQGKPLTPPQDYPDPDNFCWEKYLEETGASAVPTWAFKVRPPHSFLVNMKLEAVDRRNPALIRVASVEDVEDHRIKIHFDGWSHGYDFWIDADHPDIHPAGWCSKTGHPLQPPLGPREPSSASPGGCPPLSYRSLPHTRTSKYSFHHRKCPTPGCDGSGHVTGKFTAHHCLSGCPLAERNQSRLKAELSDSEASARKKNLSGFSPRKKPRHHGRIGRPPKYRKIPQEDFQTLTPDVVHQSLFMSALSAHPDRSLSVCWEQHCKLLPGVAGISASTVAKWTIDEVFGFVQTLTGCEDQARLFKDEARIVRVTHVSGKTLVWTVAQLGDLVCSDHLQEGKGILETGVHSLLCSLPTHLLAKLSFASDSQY
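L3MBTL1 50 nM + b-AHA-H3(1-15)K9me1 75 nM, 30 min RT; compound added, 30 min RT; streptavidin donor/Ni-chelate acceptor beads 10 ug/mL each final, 30 min RT dark; AlphaScreen read.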
HTT aggregate – reduces HttQ103-GFP aggregates in PC12 cells; AID 1688; PC12 HttQ103-GFP aggregates, Acumen cytometry, 40 h; 220,000 tested, 1.1% active; Potency, µM (highest dose often 46.1 µM), for the others: top-dose activity change, negative = inhibition, actives largely listed as inhibitors; further: potency means the concentration at half of the fitted maximal effect; on the % scale 0 is the no-effect control and ±100 the full control effect; nearly all actives have a fitted effect of over 60% in size
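Aggregates are detected as GFP objects 1–25 µm with signal 6 STDEV over background in lysates of induced PC12 cells. These carry Huntingtin exon 1 with 103 glutamines fused to GFP under an ecdysone promoter; compounds titrated.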
Luc counter – blocks Kinase-Glo luciferase, a counter-screen artifact | AID 1379 | Potency, µM (doses to about 38.3 µM), for the others: top-dose activity change, negative = inhibition, most hits filed as inhibitors | 200,000 tested, 0.28% active | Q27757 | Kinase-Glo luciferase, ATP luminescence, 8 min; further: potency means the concentration at half of the fitted maximal effect; on the % scale 0 is the no-effect control and ±100 the full control effect; nearly all actives have a fitted effect of over 60% in size
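Compounds were added to a substrate mix at pH 7.2 (50 mM imidazole, 10 uM ATP, within the enzyme's linear range), followed by Kinase-Glo detection reagent; luminescence was measured after 8 minutes at ambient temperature.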
NPSR antag – neuropeptide S receptor (human) antagonism, cAMP; AID 1461; 220,000 tested, 1% active; Q6W5P4; Potency, µM (doses to about 38.3 µM), inactives show at the highest dose activity change, negative = inhibition, actives largely listed as inhibitors; CHO-NPSR cells, cAMP TR-FRET, antagonist mode; further: potency means the concentration at half of the fitted maximal effect; on the % scale 0 is the no-effect control and ±100 the full control effect; nearly all actives have a fitted effect of over 50% in size; many of its hits are not listed in these tables
IMPase Li inh – cell-permeable IMPase inhibitors with lithium potentiation. CHO-M1 cells, IP1 TR-FRET (IP-One), carbachol + lithium. 210,000 tested, 0.35% active. Potency, µM (series often up to 59.4 µM), inactives show at the highest dose activity, negative = IMPase inhibition, actives largely listed as inhibitors;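 further: IP1 builds up when IMPase is blocked and the TR-FRET signal falls; potency means the concentration at half of the fitted maximal effect; plate controls were basal vehicle for no effect and high inhibitor control for full effect; nearly all actives have a fitted effect of over 50% in size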
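Readout is a homogeneous TR-FRET IP1 immunoassay (Ex 320, Em 665 and 620), where raised cytosolic IP1 lowers signal. Cells were CHO-M1 treated 30 min at 37C with test compounds plus a little lithium; AC50 values came from Hill-equation fitting.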
Epigenetic reg – regulators of epigenetic silencing causing reporter derepression in mouse cells. murine LDR cells, GFP reporter derepression, 30 h. Potency, µM (titrated, usually from 53.9 µM), for inactives: top-dose GFP activation, usual class: activators. 280,000 tested, 0.2% active. AID 1865; further: potency means the concentration at half of the fitted maximal effect; % of control where 0% means no effect; nearly all actives have a fitted effect of over 60% in size
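Readout is the number of GFP-expressing murine LDR cells, counted by cytometry following washing. Cells were treated with compound for 30 h at 37 C; the stably integrated CMV-GFP locus is normally silent.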
CBFb-RUNX1 inh – blocks binding between human CBF-beta and RUNX1 | Q01196+Q13951 | AlphaScreen CBFb-His/RUNX1-biotin binding, biochemical | Potency, µM (series often up to 59.8 µM), for inactives: at the top dose activity, negative = inhibition, usual class: inhibitors | 230,000 tested, under 10 active | AID 1477; further: % of control where 0% means no effect
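Proteins preincubated together for 20 min at RT before compound addition; 15 min later, nickel and streptavidin beads were added and left 90 min prior to AlphaScreen measurement.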
* = called active by the depositor; u = inconclusive; x = no result given; & = joins results of further samples; [ ] = another dose, or the depositor's remark. The call rests on the fitted dose curve; in most records, active means well fitted curve in the direction sought with a large enough effect; inconclusive means small, poorly fitted or top-dose-only effect, or another doubt; inactive means no such curve, though single readings can be large; an effect the other way counts as inactive or inconclusive. These rows are one share of the data; rates above refer to the full screens.

SMILES | L3MBTL1 block | HTT aggregate | Luc counter | NPSR antag | IMPase Li inh | Epigenetic reg | CBFb-RUNX1 inh
CC(=O)NNC(=O)c1cc2sccc2s1 | 1.6% | 10.7%[9.22 µM] | x | -17.3% | x | 1.6% | 13.4%
CCOc1cccc(=O)c2c(C)oc(C)c12 | x | 1.8% | 16.6% | -8.0%[46.1 µM] | 20.7%[38.3 µM] | -1.0% | -1.9%
CC(=O)NC(Cc1ccccc1F)C(=O)NC1CCN(C(=O)c2cnccn2)CC1 (stereo unspecified) | 5.9% | -8.7% | -4.7% | -2.2%[46.1 µM] | 0.7%[38.3 µM] | 0.7% | 8.3%
C/C(CC(=O)NCc1ccc(F)cc1)=N\NC(N)=S | 13.9% | 17.0% | 0.5% | 10.8% | -9.7% | -0.6% | u
CS(=O)(=O)c1ccc2nc(NC(=O)C3COc4ccccc4O3)sc2c1 (stereo unspecified) | -4.4% | 8.0% | x | -12.6%[46.1 µM] | x | -1.8% | -3.3%
COc1ccccc1-c1oc2ccccc2c(=O)c1O | x | x | 1.8% | x | 16.6% | 1.6% | 11.7%[21.7 µM]
O=C(CSc1ncc(C(F)(F)F)cc1Cl)N1CCN(S(=O)(=O)c2ccc(Cl)cc2)CC1 | x | -15.8% | -4.6% | u | 27.5%[38.3 µM] | 0.0% | 7.6%
C=CC(=O)N1C/C=C\C(c2ccc(OC)cc2)N(Cc2ccc(F)cc2)C(=O)C1 (stereo unspecified) | x | 3.2%[9.22 µM] | x | 6.2% | x | -4.7% | -7.0%&3.4%
CCOc1ccc(N=C2NC(=O)S/C2=C\c2ccc(N(C)C)cc2)cc1 | 2.7% | 22.4µM* | -2.7% | -23.7%[46.1 µM] | 0.6%[38.3 µM] | 7.94µM* | -0.8%
COc1ccc(CCNC(=O)C(=O)NCC2OCCN2S(=O)(=O)c2ccc(Br)cc2)cc1OC (stereo unspecified) | -5.4% | -21.6% | -2.0% | 16.5% | 11.2% | 0.0% | -5.6%
CC(C)CN(C(=O)CN1CCC(C)CC1)c1c(N)n(CC(C)C)c(=O)[nH]c1=O | x | 28.9% | 0.2% | 5.8% | -1.8% | 1.3% | 4.7%
Nn1c(SCC(=O)NCCC2=CCCCC2)nnc1C(F)(F)F | x | -21.7% | -0.4% | -2.8%[46.1 µM] | -0.1%[38.3 µM] | 0.0% | 0.5%
O=C(c1ccc2c(c1)OCO2)N1CCN(c2ccccn2)CC1 | 3.6% | 0.9% | -1.1% | 1.2% | 5.3% | -1.2% | -0.8%
COC(=O)c1ccc(NC(=O)CN(Cc2ccc(Cl)cc2)S(C)(=O)=O)cc1 | x | 12.7% | 2.2% | -29.4%[46.1 µM] | 34.1%[activator][38.3 µM] | 0.3% | 11.7%
CCCS(=O)(=O)c1nnnn1-c1cccc(OC)c1 | 0.8% | 3.55µM* | 1.0% | 10µM* | 42.2%[activator][38.3 µM] | 0.0% | 20.4%
Cc1cccc(NC(=S)N2CCN(c3cc(C)ccc3C)CC2)c1 | u | -1.3% | -0.5% | -30.6% | 14.3% | -0.9% | 5.8%
COc1cccc(CN2CCN(CCc3ccccc3)C(CCO)C2)c1OC (stereo unspecified) | 5.8% | -2.8%[9.22 µM] | 0.4% | -2.7% | 11.4% | 1.6% | 9.8%
Cn1nc(C(F)(F)F)c(CNC(=O)C(C)(C)CCl)c1N1CCOCC1 | -0.2% | -11.6% | -2.4% | -8.0% | 13.2% | -0.6% | 5.2%
Cc1cc(NC(=O)CCCC(=O)N(CC(=O)NC2CCCCC2)c2ccccc2)no1 | 0.9% | -10.4% | 0.5% | -2.9%[46.1 µM] | -0.6%[38.3 µM] | 13.0% | 1.5%
CC(C)(C)NC(=O)NC(=O)COC(=O)Cn1c(C(F)(F)F)nc2ccccc21 | x | -20.7% | 1.5% | -10.9%[46.1 µM] | 25.0%[38.3 µM] | 1.0% | 5.1%
CCC(C)NC(=O)CNS(=O)(=O)c1ccc(C)cc1 (stereo unspecified) | 14.0% | -8.3% | -1.9% | -7.4%[46.1 µM] | 12.0% | -1.0% | 9.2%
O=C(N=Nc1c(O)n(Cc2ccccc2)c2ccccc12)c1ccc(O)cc1 | -6.4% | -24.9% | -1.9% | -44.7% | 13.5% | -3.0% | -3.2%
C=CCNC(=O)COC(=O)COc1ccc(Cl)cc1C | x | -4.9% | -2.5% | 5.1%[46.1 µM] | 17.2%[38.3 µM] | 0.0% | 2.0%
Cc1ccc(C(=O)O)cc1NC(=O)CCc1ccccc1 | 1.0%[11.4 µM] | -4.9% | 4.1% | 24.6% | 6.7% | 1.1% | 3.9%
CC(C)N1CCN(Cc2coc3ccccc3c2=O)CC1CCO (stereo unspecified) | -9.8% | 0.3%[9.22 µM] | -5.9% | -15.7% | 23.7% | 8.4% | 4.2%
Cc1cccc(C)c1OCC(=O)NNC(=O)Nc1ccc(Cl)cc1 | x | -19.7% | -1.4% | -6.0%[46.1 µM] | 22.9%[38.3 µM] | 0.7% | -1.4%
O=C(CCn1cccc(C(F)(F)F)c1=O)Nc1cccc(C(F)(F)F)c1 | -0.6% | -15.1%[9.22 µM] | x | 7.8% | x | 3.2% | 1.5%
COc1ccc(NC(=O)c2ccc(C(=O)c3ccccc3)o2)cc1 | 2.0% | -5.2% | -6.0% | 1.9%[46.1 µM] | 0.6%[38.3 µM] | -1.3% | 1.4%
COc1ccc(-c2nc(C)sc2CC(=O)O)cc1 | -16.9% | -13.2% | -1.1% | -1.6%[46.1 µM] | 1.4% | 1.0% | 1.7%
Cc1cc(NC(=O)COC(=O)c2ccc(NS(=O)(=O)c3ccc(C)c(C)c3)cc2)no1 | 1.4% | -4.7% | -2.3% | -8.8%[46.1 µM] | -0.4%[38.3 µM] | -1.8% | 0.6%
Cc1ccc(NC(=O)c2cc(S(=O)(=O)N3CCOCC3)ccc2F)c(C)c1 | 7.1% | 11.6% | -1.3% | -3.4%[46.1 µM] | 1.3%[38.3 µM] | 0.2% | 0.5%
CN1CCN(C2=CC3=CC(=C(C#N)C#N)CCC3CC2)CC1 (stereo unspecified) | x | 0.316µM* | -5.7% | -48.4% | 64.4%[activator] | u | -23.6%
C=C(C)CSc1nnc(-c2cccc(Cl)c2)n1N | 3.2% | 4.6% | 1.4% | -1.7%[46.1 µM] | -12.7%[38.3 µM] | -0.7% | 0.9%
O=C(O)CCCNC(=O)C(c1ccccc1)c1ccccc1 | 9.2%&6.2% | 12.8%&1.9% | 0.9%&2.2% | 4.5%&12.4% | -3.8%&-2.8% | 0.1%&2.2% | -2.4%&9.0%
CCOC(=O)c1ccccc1NC(=O)c1cccc2c1C(=O)N(C1CCN(C(=O)OCC)CC1)C2 | x | 8.7% | 1.8% | -14.5%[46.1 µM] | 14.4%[38.3 µM] | -2.4% | -1.3%
CNS(=O)(=O)Cc1ccc2[nH]cc(CCN(C)C)c2c1 | x | 15.5% | 1.2% | x | 2.7% | 1.5% | x
COc1cc(OC)nc(NC(=S)NC(=O)c2ccccc2)n1 | -3.5% | 10.2% | 1.0% | 7.9% | -3.0% | -3.2% | 5.4%
O=C(Cn1nnc(-c2ccccc2)n1)N/N=C/c1cccc([N+](=O)[O-])c1 | -5.3% | 7.0% | -0.9% | 0.2% | 9.6% | 0.1% | -2.4%
COc1ccc(S(=O)(=O)N(CC(=O)NCc2ccco2)c2ccccc2)cc1OC | -1.6% | -9.5% | 2.7% | -5.0%[46.1 µM] | -4.4% | 0.0% | 1.6%
COc1cc(Cn2c(-c3ccc(O)c(OC)c3)nc3ccccc32)ccc1O | x | 22.1%[9.22 µM] | x | -4.4% | x | -1.8% | -0.4%
CCOC(=O)C1CCN(S(=O)(=O)c2ccc(-c3cc(C(F)(F)F)n(C)n3)s2)CC1 | 11.0% | -8.2%[9.22 µM] | x | 9.8% | x | -0.3% | 1.5%
CN(C)S(=O)(=O)N1CCC(Oc2ccc(C(=O)NCc3cnn(C)c3)cc2)CC1 | 8.4% | 3.6%[9.22 µM] | 4.2% | -17.8% | -0.3% | -2.9% | 4.9%
CCN1C(=O)CC(N2CCOCC2)C1=O (stereo unspecified) | x | 10.5% | -3.9% | 0.8%[46.1 µM] | 34.2%[38.3 µM] | 0.8% | 0.2%
S=C(NCc1ccco1)N1CCN(c2cccc(Cl)c2)CC1 | -12.4% | -28.5% | 3.9% | 36.2% | 11.0% | -3.1% | -4.4%
COC(=O)c1c(N)n(-c2ccc(NC(C)=O)cc2)c2nc3ccccc3nc12 | x | -17.6% | 4.2% | 4.4%[46.1 µM] | 9.5%[38.3 µM] | 7.1% | 5.4%
CSc1nnc2c(n1)OC(c1ccc(C(=O)O)cc1)N(C(C)=O)c1ccccc1-2 (stereo unspecified) | x | 2.0% | 1.6% | -3.9%[46.1 µM] | -5.5%[38.3 µM] | 6.0% | -4.8%
C/C(=N/NC(=O)c1ccc2c(c1)OCCO2)c1ccc([N+](=O)[O-])cc1 | 4.6% | -5.0%[9.22 µM] | x | 8.6% | x | 4.5% | 2.6%
NC(=S)NCCC[C@H](N)C(=O)O | x | x | x | x | -3.5% | 2.1% | -7.1%
CCC(=O)Nc1nc2c(OC)ccc(C)c2s1 | -5.5% | -10.5% | 3.9% | -2.3%[46.1 µM] | -5.3% | -1.0% | -0.2%
CC(C)CC(NC(=O)OC(C)(C)C)c1cn([C@@H](CCC(=O)OC(C)(C)C)C(=O)N2CCN(C(=O)OC(C)(C)C)CC2)nn1 (stereo partly specified) | 18.4% | -1.2%[9.22 µM] | x | u | 5.2% | -1.7% | 18.4%
Cc1cccc(Cn2c(C(C)O)nc3ccccc32)c1 (stereo unspecified) | 4.2% | -6.5% | -2.4% | 16.8%[46.1 µM] | 25.3%[38.3 µM] | 0.0% | 5.9%
CCOC(=O)C1(Cc2ccccc2)CCCN(Cc2ccc(OCC)c(CO)c2)C1 (stereo unspecified) | -16.1% | -5.3%[9.22 µM] | -1.7% | -9.6% | -7.7% | 7.1% | 2.0%
CC1CCC(NC(=O)CN2CCCN(Cc3ccc(F)cc3Cl)C2=O)CC1 (stereo unspecified) | 2.5% | -15.9% | 2.8% | -7.9%[46.1 µM] | 4.5%[38.3 µM] | -1.0% | 4.2%
C#C[C@]1(O)CC[C@H]2[C@@H]3CCc4cc(OC)ccc4[C@H]3CC[C@@]21C | -5.7% | -13.7%&26.5% | -1.3% | -15.7% | 18.3% | -0.4% | 4.6%
CCN(CCn1cccn1)Cc1ccccc1OCC(O)CN1CCc2ccccc2C1 (stereo unspecified) | 31.7%[activator] | -0.8%[9.22 µM] | x | -0.3% | 13.4% | -0.2% | 4.7%
